DNA Pol III inh: DNA polymerase III holoenzyme inhibition; reconstituted DNA polymerase III holoenzyme replication, biochemical; Potency, µM (series often up to 57.1 µM), for inactives: top-dose activity change, negative = inhibition; AID 603; 0.25% of 71,000 active; also: potency is read from the fitted curve at half-maximal effect; % is scaled to controls: 0 for no effect and ±100 for the full control effect
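Reconstituted *E. coli* holoenzyme (0.35 nM Pol III, 1 nM beta, 154 nM SSB, 2 nM primase) was preincubated with compound for 15 min at RT. Synthesis on 1.4 nM ssM13Gori ran 35 min, then was stopped with PicoGreen/EDTA and read as dsDNA fluorescence.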
Epigenetic mod: epigenetic GFP locus derepression in mouse cells. mouse C127i GFP locus derepression, cytometry, 30 h. 0.09% of 68,000 active. AID 597. Potency, µM (titrated, usually from 46.1 µM), without a hit: top-dose GFP derepression (activation); also: % of control where 0% means no effect
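Derepression screen: silenced CMV-GFP reporter in murine C127i cells, 30 h compound incubation at 37 C, washed cells imaged by laser-scanning cytometer to enumerate GFP-expressing objects of 20 to 120 um.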
Hsp90 Hop PPI: changes Hsp90-Hop TPR2A binding signal, up or down; Potency, µM (doses to about 57 µM), inactives show at the highest dose activity change, negative = inhibition; AlphaScreen TPR2A-His6 binding biotin-Hsp90 C-terminal peptide; 0.44% of 71,000 active; AID 595; active = well fitted curve in either direction with a large enough effect; inconclusive = small, poorly fitted or top-dose-only effect, or another doubt; also: potency is read from the fitted curve at half-maximal effect; % is scaled to controls: 0 for no effect and ±100 for the full control effect; many of its hits are not listed in these tables
15-hLO inh: 15-hLO (ALOX15) enzyme inhibition; 1.4% of 74,000 active; AID 887; Potency, µM (series often up to 57.1 µM), inactives show top-dose activity change, negative = inhibition, usual class: inhibitors; purified 15hLO-1, xylenol orange hydroperoxide absorbance; P16050; also: potency is read from the fitted curve at half-maximal effect; % is scaled to controls: 0 for no effect and ±100 for the full control effect; nearly all actives have a fitted effect of over 55% in size
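Purified human 15hLO-1 (40 nM final) in 25 mM Hepes pH 7.5, 0.01% Triton X-100 was preincubated with compound 15 min at room temperature, then reacted 6 min with 50 uM arachidonic acid; hydroperoxide detected by Fe-XO, 573/405 nm absorbance ratio.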
HADH2 inhib: inhibitors of human HADH2 dehydrogenase. Q99714. recombinant HADH2, NADH fluorescence, beta-hydroxybutyryl-CoA. Potency, µM (highest dose often 57.1 µM), for the others: at the highest dose activity change, negative = inhibition, most hits filed as inhibitors. 3.4% of 73,000 active. AID 886; also: potency is read from the fitted curve at half-maximal effect; % is scaled to controls: 0 for no effect and ±100 for the full control effect; nearly all actives have a fitted effect of over 60% in size; many of its hits are not listed in these tables
Target sequence (Q99714 whole entry, looked up, one chain of several): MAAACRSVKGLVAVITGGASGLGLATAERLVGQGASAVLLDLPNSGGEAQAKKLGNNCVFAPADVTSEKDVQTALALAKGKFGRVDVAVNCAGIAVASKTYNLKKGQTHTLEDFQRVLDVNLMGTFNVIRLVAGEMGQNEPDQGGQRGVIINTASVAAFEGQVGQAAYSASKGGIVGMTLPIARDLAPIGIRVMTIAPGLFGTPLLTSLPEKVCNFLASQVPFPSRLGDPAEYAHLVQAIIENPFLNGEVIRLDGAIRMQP
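Activity measured as NADH fluorescence gain (360/450 nm), taken as the change between first and last reads of a 4-min kinetic run. Conditions: pH 9.0 Tris buffer, 20 nM E. coli-expressed His-tagged enzyme, 1 mM NAD+, 90 uM beta-hydroxybutyryl-CoA; 15-min compound preincubation.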
FLuc inh: inhibitors of firefly luciferase; P08659; purified firefly luciferase, luminescence, 8 min; Potency, µM (highest dose often 57.1 µM), for the others: top-dose activity change, negative = inhibition, most hits filed as inhibitors; 2.2% of 72,000 active; AID 411; also: potency is read from the fitted curve at half-maximal effect; % is scaled to controls: 0 for no effect and ±100 for the full control effect; nearly all actives have a fitted effect of over 40% in size
Target sequence (P08659 whole entry, looked up): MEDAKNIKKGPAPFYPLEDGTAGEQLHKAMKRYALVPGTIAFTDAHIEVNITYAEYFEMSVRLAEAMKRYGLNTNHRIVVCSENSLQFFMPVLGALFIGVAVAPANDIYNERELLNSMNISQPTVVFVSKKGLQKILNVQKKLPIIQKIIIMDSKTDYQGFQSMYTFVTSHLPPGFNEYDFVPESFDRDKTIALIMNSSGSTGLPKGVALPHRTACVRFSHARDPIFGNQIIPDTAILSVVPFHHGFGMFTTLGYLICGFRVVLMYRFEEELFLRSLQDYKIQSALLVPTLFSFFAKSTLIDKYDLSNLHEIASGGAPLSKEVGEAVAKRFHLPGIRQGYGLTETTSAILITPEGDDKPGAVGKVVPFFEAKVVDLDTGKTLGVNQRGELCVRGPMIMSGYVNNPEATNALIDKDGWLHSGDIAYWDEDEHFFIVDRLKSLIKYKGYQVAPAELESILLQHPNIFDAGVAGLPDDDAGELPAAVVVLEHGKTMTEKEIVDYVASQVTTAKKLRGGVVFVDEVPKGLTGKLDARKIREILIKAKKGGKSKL
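Titration-based qHTS; buffer 50 mM imidazole pH 7.2, 50 mM KCl, 7 mM MgCl2, 10 uM ATP, 0.01% Tween 20, 0.05% BSA; luciferase/luciferin detector mix added after compound; 8 min, ambient; luminescence.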
UbGFP stabilizer: inhibits proteasome, raising ubiquitin-GFP reporter fluorescence | Ubiquitin-GFP reporter cells, proteasome inhibition, GFP fluorescence; response scale: untreated = 0%, 10 µM MG-132 = 100% | Potency, µM (titrated, usually from 45.9 µM), inactives show top-dose activation (GFP accumulation), actives largely listed as activators | 67,000 tested, under 10 active; active = well fitted activation curve with a large enough effect, not every such curve was filed as active; inconclusive = small, poorly fitted or top-dose-only effect, or another doubt; inactive = no such curve, though single readings can be large or run the other way; also: potency is read from the fitted curve at half-maximal effect
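Proteasome block read as GFP accumulation: ubiquitin(G76V)-GFP U2OS cells exposed to compound (2.9 nM–46 uM) for 4 hr at 37 C. Normalization used untreated cells as 0% and 10 uM MG-132 as 100%; concentration-response curves fitted.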
HBB splicing: alters splicing of the hemoglobin beta chain; 0.06% of 65,000 active; HBB splicing reporter cell assay, activation; EGFP reporter with mutant IVS2-654 intron; response scale: normalised to 500 nM splice-correcting PNA; Potency, µM (highest dose often 46.1 µM), for inactives: top-dose activation, actives largely listed as activators; also: potency is read from the fitted curve at half-maximal effect; 0% is about no effect
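Compounds were applied for 2 days to HeLa EGFP-654 cells, 500/well in Optimem with 2% FCS. The reporter's EGFP is disrupted by mis-splicing of beta-globin intron IVS2-654. Readout: summed well GFP fluorescence from 488 nm laser scanning; reference was 500 nM antisense […] 654 PNA.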
Tau fil binding: tau filament binding; P10636; recombinant tau filaments, thioflavin S fluorescence, 15 h; filaments grown with octadecylsulfate alongside compound; Potency, µM (top dose mostly 57.1 µM), without a hit: at the highest dose activity change, negative = inhibition; 2% of 71,000 active; AID 596;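 also: potency is read from the fitted curve at half-maximal effect; % is scaled to controls: 0 for no effect and ±100 for the full control effect; actives lower thioflavin S fluorescence by blocking filaments or displacing dye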
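Tau 2 uM in ThS buffer dispensed; compound added; 60 uM ODS added (finals 1 uM tau, 30 uM ODS); 15 h 37 C; fluor ex450/em510.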
ERK AVP inh: vasopressin-driven ERK pathway inhibition | HEK293-V1b, vasopressin-stimulated pERK AlphaScreen | Potency, µM (highest dose often 57.5 µM), for the others: at the highest dose activity, negative = inhibition, usual class: inhibitors | 0.99% of 72,000 active | AID 995; also: potency is read from the fitted curve at half-maximal effect; % is scaled to controls: 0 for no effect and ±100 for the full control effect; nearly all actives have a fitted effect of over 55% in size
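HEK293 cells stably expressing V1b receptor, seeded overnight in 1% FBS, were treated with compounds for 30 min at 37C, then stimulated 5 min with 25 nM vasopressin; phospho-ERK read by AlphaScreen SureFire after lysis.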
CRE Fsk mod: modulators of forskolin-stimulated CRE signaling in CHO cells. Potency, µM (doses to about 38.2 µM), for inactives: at the top dose activity change, negative = inhibition, usual class: activators. AID 662. CHO CRE-bla reporter (cAMP response element driving beta-lactamase), forskolin EC10, beta-lactamase ratio. 2.5% of 71,000 active; active = well fitted activation curve with a large enough effect in the signal ratio, with a control signal flat, not every such curve was filed as active; inconclusive = small, poorly fitted or top-dose-only effect, or effect the other way, or a change in a side signal; the % refers to the signal ratio; also: potency is read from the fitted curve at half-maximal effect; % of control where 0% means no effect
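Cells were plated overnight at 37 °C, exposed to compound titrations plus EC10 NKH 477 for 3 h, then given CCF4 dye for 2 h at room temperature. Blue/green (460/530 nm) ratio was converted to %Activity and AC50 values calculated.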
* marks the source's active call; other numbers are inactive results; ? = inconclusive; · = not tested or not shown; [ ] = dose if it differs, or a comment. Unless noted, calls follow the shape of the dose curve; as a rule, active = well fitted curve in the direction sought with a large enough effect; inconclusive = small, poorly fitted or top-dose-only effect, or another doubt; inactive = no such curve, though single readings can be large; an effect the other way counts as inactive or inconclusive.

Under each structure: HBB splicing | Tau fil binding | Epigenetic mod | 15-hLO inh | Hsp90 Hop PPI | ERK AVP inh | FLuc inh | DNA Pol III inh | CRE Fsk mod | UbGFP stabilizer | HADH2 inhib
Cc1cc(C)c2c(n1)nn1c(-n3ccnc3)cc(C)nc21
  2.0% | 71% | -1% | 0% | -2% | -3% | 2% | -5% | 6.3µM* | 20% | 66%[activator]
O=S(=O)(Nc1cnc2ccccc2c1)N1CCCCCC1
  -1.0% | 6% | 0% | -1% | -7% | ? | -1% | -7% | 6% | 9% | -3%
CCCc1[nH][nH]c(=O)c1C(c1cccc(Cl)c1)C(C#N)C#N (centres undefined)
  · | -1% | -1% | ? | -2% | 0% | 2% | -7% | 0% | 4% | ?
CCOC(=O)c1nnn(-c2nonc2OC)c1-c1ccccc1
  -0.8% | 3% | 0% | 10% | 5% | ? | 1% | -1% | 10% | -1% | 1%
N=C(N)CCNC(=O)[C@@H]1CCC(N)=N1
  2.2%[9.22 µM] | -6%[11.4 µM] | 6%[9.22 µM] | 4%[11.4 µM] | -1%[11 µM] | -3%[11.5 µM] | 2%[11.4 µM] | -6%[11.4 µM] | -3%[7.6 µM] | -7%[9.17 µM] | -2%[11.4 µM]
CCOC(=O)c1[nH]c2cc(OC)c(OC)cc2c1NC(=O)CN1CCN(C)CC1
  2.2%[57.5 µM] | -7% | -2% | 15% | -6% | -22% | 2% | 2% | 10% | -4% | 32µM*
COc1ccc(CNc2ccnc(-c3ccoc3)n2)c(OC)c1
  0.4% | -17% | -3%[9.22 µM] | -23% | -16% | ? | 2%[2.29 µM] | -2% | ? | -2% | ?
CCCCCCNc1c(C(=O)OCC)c(=O)[nH]c2ccccc12
  0.0% | 80% | 0% | -6% | ? | -28% | 2% | ? | 4µM* | 10% | ?
O=C(O)c1cc(N2C(=O)C3C4C=CC(C4)C3C2=O)ccc1NCc1cccnc1 (centres undefined)
  · | 3% | -2% | -1% | -4% | -13% | 1% | -4% | 1% | 0% | -18%
CCOC(=O)C1CCN(C(=O)N2CCOCC2)CC1
  -2.4% | -6% | -3% | 22% | 6% | -17% | 2% | -8% | ? | 6% | 5%
COc1cc(CNc2ncn[nH]2)cc(Br)c1OC
  -2.0%[57.5 µM] | -5% | 4% | 11% | -2% | -8% | 5% | -16% | 3% | -2% | 2%
CCn1cc(C(=O)NCc2ccco2)c2cc(OC)c(OC)cc2c1=O
  -0.9% | 21% | 0% | -3% | 2% | -15% | 1% | -5% | ? | 2% | -7%
N#C/C(=C\c1ccc(O)c(O)c1)S(=O)(=O)c1ccccc1
  6.3% | -1% | 0% | 4µM* | -21% | -7% | -1% | -6% | -1% | -7% | ?
O=C(NCc1nnc(SCC(=O)N2CCN(c3ccccc3)CC2)o1)c1ccco1
  0.3% | 3% | 2% | 6% | -2% | -13% | 3% | 1% | -10% | 1% | 8%
O=C(Nc1ccccc1)N1CCC2(CC1)CCN(S(=O)(=O)c1ccccc1)CC2
  0.4% | -3% | 0%[9.22 µM] | 3% | -3% | 1% | -2%[11.4 µM] | 20% | -9% | -12% | 8%
Cc1ccc(S(=O)(=O)N2CCN(c3nc4ccccc4nc3-n3nc(C)cc3C)CC2)cc1
  -0.1% | 8% | 0% | -26% | ? | 42%[activator] | 0% | -2% | -2% | 6% | ?
Cc1ccc(SCC(=O)NCc2ccco2)cc1
  -1.1% | -10% | 4% | 0% | -7% | 4% | 2% | -8% | 6% | 1% | ?
Cc1cc(C)c(C)c(S(=O)(=O)Nc2ccc(O)cc2)c1C
  -0.3% | -2% | 0% | -3% | -7% | ? | 1% | 0% | -2% | 9% | -2%
COC(=O)c1cc(OC)c(OC)cc1NC(=O)c1ccccc1
  4.2%[0.0738 µM] | 32%[11.4 µM] | -5% | 4%[11.4 µM] | 0%[11 µM] | ? | 1% | -11%[11.4 µM] | 0.4µM* | -12%[9.17 µM] | 5µM*
CCOC(=O)c1c(OCC)[nH]c2c1cc(O)c1ccccc12
  -0.3%[9.22 µM] | -22% | -2% | 7.9µM* | -20% | 25µM* | -4% | -9% | 6% | 8% | 2.5µM*
Cn1c(=O)c2c(nc(CN3CCN(c4cccc(Cl)c4)CC3)n2CCc2ccccc2)n(C)c1=O
  2.5%[1.84 µM] | 95% | -2% | -27% | -11% | 2% | 0% | -3% | ? | 2% | 7%
Nc1nnc(SCc2ccc(F)cc2)s1
  -0.9% | 10% | 0% | 10% | -4% | -10% | -3% | -2% | -4% | 8% | 5%
COc1cccc(NC(=O)CSc2nnc(C)s2)c1
  -0.1% | 3% | -3% | 6% | -2% | -1% | 1% | 2% | -17% | 13% | 10%
C/C=C/Cn1c(SCc2ccc(C)cc2)nc2c1c(=O)[nH]c(=O)n2C
  · | 8% | 1% | ? | -3% | 13% | 1% | -3% | 13µM* | -11% | ?
CC1Cc2ccccc2N1C(=O)COC(=O)Cn1cnc2ccccc2c1=O (centres undefined)
  -0.2%[57.5 µM] | 2% | 0% | 1% | 0% | 13% | 1% | 1% | -11% | 0% | 10%
CN(C)c1nc(N)nc(CSc2nnnn2-c2cccc3ccccc23)n1
  3.3% | 221% | 0% | -8% | -3% | -23% | 2% | -8% | ? | 6% | 14%
CC(C)(C)N1C(=O)c2ccc(C(=O)NCc3ccco3)cc2C1=O
  -0.5% | -10% | 2% | 3% | -1% | -25% | -1% | -3% | 15% | -5% | 3%
CN1CCC(N(C)C(=O)COc2ccccc2-c2ccccc2)CC1
  -1.3%[57.5 µM] | -11% | -2% | -1% | -6% | 5% | 6% | 0% | 1% | 6% | 7%
Cc1cc(C(=O)N[C@@H](c2ccccc2)[C@]2(C)C[C@H]2[C@@H](C)C(=O)Nc2ccc3ccccc3c2)n(C)n1
  3.0% | 203% | · | · | -15% | -7% | · | 5% | -19% | · | 6%
CCOc1ccccc1NC(=O)c1ccccc1-c1nc(-c2ccccc2OC)no1
  -0.9% | 31% | 0% | -8% | 0% | -6% | 25µM* | -11% | ? | 30% | -7%

Single records, from the list above. Screens in order: HBB splicing, Tau fil binding, Epigenetic mod, 15-hLO inh, Hsp90 Hop PPI, ERK AVP inh, FLuc inh, DNA Pol III inh, CRE Fsk mod, UbGFP stabilizer, HADH2 inhib
Cc1ccc(S(=O)(=O)N2CCN(c3nc4ccccc4nc3-n3nc(C)cc3C)CC2)cc1 is listed as -0.1%, 8%, 0%, -26%, ?, 42%[activator], 0%, -2%, -2%, 6%, ?
N#C/C(=C\c1ccc(O)c(O)c1)S(=O)(=O)c1ccccc1 is listed as 6.3%, -1%, 0%, 4µM*, -21%, -7%, -1%, -6%, -1%, -7%, ?
CN(C)c1nc(N)nc(CSc2nnnn2-c2cccc3ccccc23)n1 is listed as 3.3%, 221%, 0%, -8%, -3%, -23%, 2%, -8%, ?, 6%, 14%
COc1cccc(NC(=O)CSc2nnc(C)s2)c1 is listed as -0.1%, 3%, -3%, 6%, -2%, -1%, 1%, 2%, -17%, 13%, 10%
CCCCCCNc1c(C(=O)OCC)c(=O)[nH]c2ccccc12 is listed as 0.0%, 80%, 0%, -6%, ?, -28%, 2%, ?, 4µM*, 10%, ?

(more compounds)
Under each structure: HBB splicing | Tau fil binding | Epigenetic mod | 15-hLO inh | Hsp90 Hop PPI | ERK AVP inh | FLuc inh | DNA Pol III inh | CRE Fsk mod | UbGFP stabilizer | HADH2 inhib
CCc1nnc(NC(=O)CCN2C(=O)c3ccccc3S2(=O)=O)s1
  -0.2% | 4% | 0% | 4% | 1% | -11% | 2% | -5% | 0% | 1% | 10%
Cc1cc(NC(=O)Cc2cn3ccsc3n2)n(-c2ccccc2)n1
  -0.2%[57.5 µM] | -2% | -1% | 2% | -2% | 12% | 0% | -4% | -17% | 4% | -4%
C[C@@H](CNC(N)=O)NC(N)=O
  4.2%[9.22 µM] | -1%[11.4 µM] | 0%[9.22 µM] | 11%[11.4 µM] | -1%[11 µM] | -9%[11.5 µM] | 0%[11.4 µM] | -7%[11.4 µM] | 0%[7.6 µM] | 3%[9.17 µM] | -3%[11.4 µM]
NCCc1nnc(SCc2ccc(F)cc2)o1
  -2.5%[0.369 µM] | -1% | 2% | 9% | 0% | -5% | 1% | -4% | -11% | · | 5%

Not all compounds are listed (hit frequency here may not be typical).
